# Menin MLL FP TR: inhibitors of human menin-MLL interaction, mutant MLL peptide. O00255. Menin + Texas Red MLL mutant peptide, fluorescence polarization. Potency, µM (highest dose often 61.6 µM), for the others: at the highest dose FP activity change, negative = inhibition, hits mostly inhibitors. 270,000 compounds, 0.23% hits. AID 1768; active = well fitted inhibition curve with a large enough effect in the polarisation, with a control signal flat, not every such curve was filed as active; inconclusive = small, poorly fitted or top-dose-only effect, or effect the other way, or a change in a side signal; inactive = no such curve, though single readings can be large or run the other way; the % refers to the polarisation; also: potency is read from the fitted curve at half-maximal effect; % of control where 0% means no effect; many of its hits are not listed in these tables
# TCR act: T cell receptor activation; 330,000 tested, under 10 active; Potency, µM (titrated, usually from 9.22 µM), for the others: at the highest dose activation of IL-2 secretion, usual class: activators; primary human leukocytes, anti-CD3, IL-2 HTRF, 48 h; also: % of control where 0% means no effect
#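 Primary human leukocytes receive a-CD3 beads and test compound and are incubated 48 hr. Secreted IL-2 is then assayed by HTRF, measuring 665nm acceptor emission after 320nm excitation of the europium donor.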
# TSG101-PTAP inh: blocks PTAP/TSG101 interaction to inhibit HIV-1 budding. Q99816. Fluorescence polarization, FITC-PTAP peptide / Tsg101 binding. Potency, µM (series often up to 115 µM), without a hit: top-dose activity change, negative = inhibition, hits mostly inhibitors. 340,000 tested, under 10 active; active = well fitted inhibition curve with a large enough effect in the main read-out, with a control signal flat, not every such curve was filed as active; inconclusive = small, poorly fitted or top-dose-only effect, or effect the other way, or a change in a side signal; inactive = no such curve, though single readings can be large or run the other way; also: potency is read from the fitted curve at half-maximal effect; % of control where 0% means no effect
# Target sequence (Q99816 whole entry, looked up): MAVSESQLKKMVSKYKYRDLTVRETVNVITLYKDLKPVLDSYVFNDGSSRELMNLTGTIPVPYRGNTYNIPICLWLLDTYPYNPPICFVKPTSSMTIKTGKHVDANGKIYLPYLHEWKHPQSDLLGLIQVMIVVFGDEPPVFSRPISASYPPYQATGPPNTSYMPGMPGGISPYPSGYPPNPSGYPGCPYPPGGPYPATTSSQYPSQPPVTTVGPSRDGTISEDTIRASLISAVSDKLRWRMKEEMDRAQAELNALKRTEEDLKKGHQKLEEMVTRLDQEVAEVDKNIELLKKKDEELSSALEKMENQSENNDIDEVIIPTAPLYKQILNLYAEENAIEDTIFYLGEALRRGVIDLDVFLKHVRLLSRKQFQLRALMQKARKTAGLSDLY
#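 Fluorescence polarization binding of Tsg101 binding domain (10 uM final) to FITC-labeled PTAP peptide (50 nM final) in HEPES pH 7.5 buffer with NaCl, Tween 20, EDTA, TCEP. Compounds added before peptide; binding 20 min at RT.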
# TSHR antag: blocks TSH signaling through the human TSH receptor; P16473; TSHR-expressing cells, TSH-stimulated cAMP HTRF, 2 h; stronger effect = lower value; activity change, negative = inhibition, % at 11.5 µM; 330,000 compounds, 0.2% hits;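 active = activity change below a set negative limit, meaning inhibition stronger than a set level, cut at about -70% in these data; inconclusive = activity change between two set negative limits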; also: % is scaled to controls: 0 for no effect and ±100 for the full control effect
#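 Inhibition of cAMP made by TSHR-expressing cells under TSH stimulation (4nM final, EC80; 2 h, 37 deg C) is quantified with a one-step lysis HTRF kit, anti-cAMP cryptate versus cAMP-d2.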
# A-T KAP1 phos: potential ataxia-telangiectasia treatment. 320,000 compounds, 0.19% hits. Potency, µM (top dose mostly 57.5 µM), without a hit: top-dose activation, hits mostly activators. […] A-T fibroblasts, KAP-1 phosphorylation AlphaLISA; neocarzinostatin DNA damage 30 min before lysis. AID 485349; also: potency is read from the fitted curve at half-maximal effect; % of control where 0% means no effect; nearly all actives have a fitted effect of over 45% in size
#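 ATM-like activity read as KAP-1 phosphorylation via AlphaLISA donor/acceptor antibody pairs after lysis and 6 hr at 25C. Cells were ATM-null patient fibroblasts ([…], hTERT), dosed 60 min, then exposed to the DSB inducer NCS for 30 min.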
# MBNL1-CUG inh: MBNL1-poly(CUG) RNA binding inhibition. 280,000 compounds, 0.036% hits. Potency, µM (doses to about 57.5 µM), without a hit: at the highest dose activity change, negative = inhibition, hits mostly inhibitors. TR-FRET MBNL1-His/biotin-(CUG)12 binding, 665/545 ratio. AID 2675; active = well fitted inhibition curve with a large enough effect in the signal ratio, with a control signal flat, not every such curve was filed as active; inconclusive = small, poorly fitted or top-dose-only effect, or effect the other way, or a change in a side signal; inactive = no such curve, though single readings can be large or run the other way; the % refers to the signal ratio; also: potency is read from the fitted curve at half-maximal effect; % is scaled to controls: 0 for no effect and ±100 for the full control effect
#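 TR-FRET between His-tagged MBNL1 and biotin-(CUG)12 RNA, detected with Tb anti-His antibody (0.055 ng/ul) and streptavidin-XL665 (5 nM), 60 min at room temperature. Compounds titrated 92 nM to 58 uM; 665/545 nm ratio normalized to buffer and complex controls.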
# Integrin act MD: activators of alpha7 integrin expression for muscular dystrophy. alpha7betagal myoblasts, beta-gal FDG fluorescence, 48 h. Potency, µM (titrated, usually from 38.3 µM), inactives show top-dose activation, usual class: activators. 350,000 compounds, 0.064% hits. AID 624291;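 also: potency is read from the fitted curve at half-maximal effect; 100% = response of the positive control SU9516; nearly all actives have a fitted effect of over 60% in size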
#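 alpha7betagal+/- myoblasts (passage 13, 250/well) treated 48 h at 37C with compounds at 1:260 dilution of DMSO stock. Lysed, then beta-galactosidase activity read as FDG fluorescence (ex 480/em 540) after 30 min, with pre-read for autofluorescence.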
# CXXC DNA block: blocks binding of human MLL CXXC domain to DNA. Q03164. MLL-CXXC / FITC-HOXA9 DNA fluorescence polarization. Potency, µM (series often up to 115 µM), for inactives: at the highest dose activity change, negative = inhibition, usual class: inhibitors. 290,000 compounds, 0.037% hits. AID 2662; active = well fitted inhibition curve with a large enough effect in the polarisation, with a control signal flat, not every such curve was filed as active; inconclusive = small, poorly fitted or top-dose-only effect, or effect the other way, or a change in a side signal; inactive = no such curve, though single readings can be large or run the other way; the % refers to the polarisation; also: potency is read from the fitted curve at half-maximal effect
#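 Purified MLL-CXXC (added from a 7 uM solution) was preincubated 5 min at ambient with pinned compounds in 50 mM Tris-HCl pH 7.5, 50 mM NaCl, 1 mM DTT, 0.05% BSA. Fluorescein-labeled HOX-A9 DNA (50 nM solution) followed, 30 min, then polarization read.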
# Mito fusion act: mitochondrial division inhibition or fusion activation | S. cerevisiae fusion-defective mutant growth rescue, CellTiterGlo 48 h | Potency, µM (series often up to 46.1 µM), for the others: at the top dose growth rescue (activation), actives largely listed as activators | 320,000 compounds, 0.23% hits;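 also: potency is read from the fitted curve at half-maximal effect; % of control where 0% means no effect; nearly all actives have a fitted effect of over 45% in size; temperature-sensitive fusion mutants such as fzo1-1 at 37 °C on non-fermentable ethanol glycerol medium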
#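 Growth-rescue viability read-out: after 48 h at the non-permissive 37C in glycerol/ethanol YPEG, yeast mitochondrial fusion mutants are measured by CellTiterGlo luminescence; compounds (23 nl pinned per well) restoring growth score as division inhibitors or fusion activators.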
# S-ASM inh: inhibitors of human secretory acid sphingomyelinase. P17405. placental ASM, HMU-PC fluorogenic substrate, 60 min. Potency, µM (doses to about 57.5 µM), without a hit: top-dose activity change, negative = inhibition, actives largely listed as inhibitors. 340,000 compounds, 0.006% hits. AID 504937; also: potency is read from the fitted curve at half-maximal effect
# Target sequence (P17405 47-631 limits assumed): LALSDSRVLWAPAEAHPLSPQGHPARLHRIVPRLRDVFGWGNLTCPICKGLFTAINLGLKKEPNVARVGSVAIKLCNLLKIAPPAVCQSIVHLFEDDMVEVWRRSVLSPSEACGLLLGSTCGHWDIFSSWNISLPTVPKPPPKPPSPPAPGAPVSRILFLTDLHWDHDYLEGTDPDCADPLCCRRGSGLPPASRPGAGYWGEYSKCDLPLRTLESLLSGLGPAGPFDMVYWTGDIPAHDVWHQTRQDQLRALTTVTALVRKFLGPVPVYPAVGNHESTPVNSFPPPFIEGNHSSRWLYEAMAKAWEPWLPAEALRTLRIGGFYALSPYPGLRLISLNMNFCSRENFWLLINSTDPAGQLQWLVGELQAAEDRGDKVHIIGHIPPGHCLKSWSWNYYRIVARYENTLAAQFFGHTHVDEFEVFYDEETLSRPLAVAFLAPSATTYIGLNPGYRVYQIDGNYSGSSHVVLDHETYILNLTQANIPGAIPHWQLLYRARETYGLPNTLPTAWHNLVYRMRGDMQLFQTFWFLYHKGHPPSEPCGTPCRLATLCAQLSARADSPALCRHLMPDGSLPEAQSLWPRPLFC
#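 HMU-PC0 cleavage (9 uM final) by human placental ASM, 60 min at 37 °C following 10 min compound exposure at RT; stopped at pH 10, fluorescence Ex 386/Em 447 nm.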
# An asterisk follows results filed as active; ? = inconclusive; . = not tested or not shown; [ ] = another dose, or the depositor's remark. Unless noted, calls follow the shape of the dose curve; as a rule, active = well fitted curve in the direction sought with a large enough effect; inconclusive = small, poorly fitted or top-dose-only effect, or another doubt; inactive = no such curve, though single readings can be large; an effect the other way counts as inactive or inconclusive.
SMILES,Menin MLL FP TR,TCR act,TSG101-PTAP inh,TSHR antag,A-T KAP1 phos,MBNL1-CUG inh,Integrin act MD,CXXC DNA block,Mito fusion act,S-ASM inh
COC(=O)CSc1nnc(CNS(=O)(=O)c2ccc(Br)cc2)n1C,0%,-1%,-1%,5,1%,-12%,10%,-2%,-8%,2%
Cc1nn(-c2ccccc2)c(NC(=O)c2cccs2)c(-c2ccccc2)c1=O,11%,0%[46.1 µM],0%,2,-8%,23%,12%,-5%,1%,3%
COc1ccc(C(=O)NNC(=O)CSc2nc3c(c(=O)n(C)c(=O)n3C)n2C)cc1,0%,-9%,-2%,-18,7%,12%,7%,10%,-2%,0%
CCn1c(=O)cc(SCC(=O)NCCCN2CCN(c3ccccc3F)CC2)c2ccccc21,?,-2%,-10%,24,8%,14%,26%,3%,2%,1%
CCOC(=O)c1nn(-c2ccc3c(c2)CCN3C(C)=O)cc1O,-12%,-3%,-4%,-3,-3%,-2%,-5%,-12%,-2%,18%
CS(=O)(=O)N1CCCC(C(=O)NCCN2CCC(Cc3ccccc3)CC2)C1 (centres undefined),-7%,-7%,0%,-5,9%,?,7%,-1%,0%,2%
CC(C)N=C1NN=C(c2cccs2)C(CC(=O)O)S1 (centres undefined),.,3%,-3%,3,-1%,.,-23%,-5%,2%,1%
COC(=O)c1ccc(COc2ccc3c(C)c(C)c(=O)oc3c2)o1,-17%,-3%,0%,14,.,-8%,19%,7%,0%,18%
C=CCn1c(SCC(=O)Nc2cc(C)on2)nc2sc(C)c(C)c2c1=O,4%,0%,2%,32,-1%,7%,-8%,8%,0%,-1%
O=C(Nc1ccc(F)cc1F)c1cncc(Br)c1,0%,2%,-6%,3,3%,-2%,38%,0%,3%,1%
CN(C(=O)COC(=O)CCC(=O)c1ccccc1)c1c(N)n(Cc2ccccc2)c(=O)[nH]c1=O,.,8%,2%,.,8%,.,-2%,.,0%,-4%
CCCNC(=O)C1CCCN(S(=O)(=O)c2ccc3c(c2)CC(C)N3C(=O)C2CC2)C1 (centres undefined),2%,-3%,-1%,32,-3%,-5%,11%,12%,2%,2%
CC1CC1C(=O)OCC(=O)Nc1cccc([N+](=O)[O-])c1 (centres undefined),18%,2%,0%,-2,2%,?,-94%[inhibitor],-4%,18%,-1%
O=C(OCc1cccc([N+](=O)[O-])c1)c1ccc2ccccc2n1,0%,-1%,-2%,-12,9%,.,-16%,-4%,4%,-1%
O=C(OCC(=O)N1CCCc2ccccc21)c1cc(Cl)ccc1O,.,0%,2%,-2,13%,-7%,-22%,21%,-3%,36%
C/C(=N\NC(=O)c1cccc(S(=O)(=O)N2CCCC2)c1)c1ccco1,-19%,1%,2%,-6,3%,12%,-20%,-3%,-12%,3%
O=C(OCCCC(=O)N1CCOCC1)c1ccccc1,5%,-2%,0%,19,0%,-2%,17%,2%,-2%,-1%
CCn1c(O)c(N=NC(=O)c2cccs2)c2ccccc21,-2%,8%,-4%,-11,-8%,?,0%,-6%,6%,-4%
Cc1ccccc1OCC(=O)NCC(=O)N/N=C/C=C/c1ccccc1,-20%,.,.,-7,-1%,3%,.,?,0%,.
N#Cc1ccc(C23CC4(C2)[C@H](CN(Cc2ccc(-c5ccccc5)cc2)[C@@H]4c2ccccc2)C3c2ccc(Cl)nc2)cc1 (some centres undefined),13%,-3%,5%,3,-6%,3%,0%,22%,9%,4%
O=C(CC1C(=O)NCCN1Cc1ccc(-c2ccccc2)cc1)NCCCn1cccn1 (centres undefined),-24%,-1%,-8%,-1,6%,11%,25%,-8%,-5%,1%
C=CCSc1ncnc2sc(C)c(C)c12,-1%,-11%[46.1 µM],0%,2,2%,.,-12%,-1%,-1%,-1%
CC(C)N(CCNC(=O)C1CCC(=O)N1Cc1ccc(F)cc1)Cc1ccccc1 (centres undefined),-1%,0%,-1%,-3,3%,-7%,23%,-1%,1%,5%
COc1ccc(NC(=O)C(=O)N2N=C(C(C)C)CC2(O)C(F)(F)F)cc1 (centres undefined),.,6%,-7%,-21,3%,2%,24%,-11%,0%,5%
O=S(=O)(NC1=NCCC1)c1cccc(NC(=S)Nc2ccc(OC(F)F)cc2)c1,.,0%,-4%,-8,3%,.,0%,.,.,-2%
Cc1cccc(NCC(=O)N/N=C/c2cccc(Br)c2)c1,?,-4%,-1%,2,-2%,9%,-10%,15%,-8%,-11%
COc1ccc(OC)c(-n2c(=S)[nH]c3cc(C(=O)N4CCC(C(N)=O)CC4)ccc3c2=O)c1,-4%,-1%,-7%,7,1%,-11%,-13%,7%,-10%,0%
CCOc1ccc(C(=O)NCCCCNC(=O)c2ccc(OCC)cc2)cc1,5%,2%,-1%,44,6%,5%,-6%,-10%,1%,-1%
COC(=O)c1c(-c2ccccc2Cl)noc1/C=C/N(C)C,5%,-4%,-1%,9,22%,.,0%,0%,16%,4%
COc1ccc([N+](=O)[O-])cc1N(CC(=O)NC1CCCCC1)S(C)(=O)=O,-9%,-70%,-2%,3,-2%,?,-6%,-11%,0%,-4%
CCOC(=O)N1CCN(CCC(=O)Nc2cc(C)ccc2C)CC1,-5%,-3%,3%,-2,-9%,1%,-3%,0%,1%,-2%
O=C(NN/C(=N/S(=O)(=O)c1ccc(Cl)cc1)c1ccccc1)c1cccc(Cl)c1,-1%,-15%,-1%,-6,17%,-2%,-20%,0%,-8%,-2%
O=C(Nc1nnc(Cc2ccc(Cl)cc2)s1)c1ccco1,-17%,2%,-8%,12,-1%,3%,11%,15%,1%,1%
O=C(COC(=O)CCC(=O)c1cccs1)NCc1ccc(Cl)cc1,4%,15%,-5%,32,13%,2%,14%,12%,7%,-1%
CN1CCN(S(=O)(=O)c2cccc(C(=O)Nc3cccc(S(N)(=O)=O)c3)c2)CC1,9%,3%,-10%,-12,-1%,3%,5%,-5%,8%,0%
CCCNc1[nH]c(=O)n(C)c(=O)c1N=O,12%,-19%,-1%,3,6%,?,1%,1%,3%,3%

# Single values from the results shown.
# A-T KAP1 phos, Cc1cccc(NCC(=O)N/N=C/c2cccc(Br)c2)c1 stands at -2%
# S-ASM inh, O=C(Nc1nnc(Cc2ccc(Cl)cc2)s1)c1ccco1 stands at 1%

# More entries follow:
SMILES,Menin MLL FP TR,TCR act,TSG101-PTAP inh,TSHR antag,A-T KAP1 phos,MBNL1-CUG inh,Integrin act MD,CXXC DNA block,Mito fusion act,S-ASM inh
Cc1cc(CCN2CCC(=O)NC2=S)ccc1OC(C)C,1%,-2%,-2%,4,.,-6%,-9%,13%,-2%,0%
CC(C)(C)n1nc2c(c1NC(=O)c1ccc(S(=O)(=O)N3CCCCC3)cc1)CS(=O)C2 (centres undefined),-8%,-4%,-2%,17,-7%,-12%,-18%,-7%,4%,-1%
Cc1ccc(C(=O)CN2C(=O)NC3(CCc4ccccc43)C2=O)s1 (centres undefined),.,2%,1%,5,-2%,.,-7%,.,5%,3%
CCOc1ccccc1Oc1c(C)oc2c(CN3CCN(CCO)CC3)c(O)ccc2c1=O,3%,-1%,0%,6,-1%,1%,14%,1%,0%,20%
CNC(=O)C1CC(=O)N(CCc2ccccc2)C(=Nc2ccc(OC)cc2)S1 (centres undefined),16%,3%,0%,1,?,-5%,-13%,3%,?,-3%
Cc1ccc(S(=O)(=O)Nc2cc(Cl)c(O)cc2C)cc1,3%,12%,-7%,4,3%,-2%,5%,2%,3%,-1%
O=C1NC(=O)C(CC(=O)N(Cc2cccs2)C2(C(=O)NC3CCCC3)CCCCC2)N1 (centres undefined),-4%,3%[46.1 µM],0%,-4,11%,-20%,23%,3%,-2%,4%
CC(C)(C)NC(=O)COc1ccccc1C#N,-8%,-1%,-6%,5,-1%,-1%,25%,-5%,-2%,-1%
COc1cccc(C(C(=O)NC(C)(C)C)N(CC(C)C)C(=O)CCC(=O)Nc2cc(C)on2)c1OC (centres undefined),-23%,10%,-2%,-1,1%,-2%,20%,7%,-2%,-2%
CCN(CC)S(=O)(=O)c1ccc(N2CCCC2)c(NC(=O)c2nn(C)c(=O)c3ccccc23)c1,.,14%,-2%,-6,-1%,.,36%,.,12%,-2%

# Screening data from PubChem.

# This is a subset, so the mix of outcomes need not match the whole.
